# hERG WT inh: qHTS for Inhibitors of KCHN2 3.1: Wildtype qHTS; activity change, % at 1.84 µM; hit rate 0.37% among 340,000; U2OS, BacMam KCNH2, thallium flux FluxOr; stronger effect = lower value;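 active means maximum activity change below -70%; inconclusive means maximum activity change between -70% and -50%; inactive means maximum activity change above -50%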; further: on the % scale 0 is the no-effect control and ±100 the full control effect
#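 U2OS cells were transduced with wild-type KCNH2 virus (2.03 x 10^8 / mL) for 4 h at room temperature, then cultured overnight at 37 C. Thallium flux was read with FluxOr dye. Rate constants were normalized to DMSO controls.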
# B2AR arrestin: qHTS assay of beta-arrestin-biased ligands of beta2-adrenergic receptor; beta-arrestin recruitment to beta2AR, cell-based reporter; Beta-2 adrenergic receptor (Homo sapiens), P07550; AID 492947, 2010; hit rate 0.02% among 330,000; Potency, µM (highest dose often 46.1 µM), for inactives: at the highest dose activation, actives largely listed as activators;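 further: potency means the concentration at half of the fitted maximal effect; 0% = DMSO controls and full agonism = EC100 isoproterenol or metaproterenol; nearly all actives have a fitted effect of over 65% in size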
# Target sequence (P07550 whole entry, looked up): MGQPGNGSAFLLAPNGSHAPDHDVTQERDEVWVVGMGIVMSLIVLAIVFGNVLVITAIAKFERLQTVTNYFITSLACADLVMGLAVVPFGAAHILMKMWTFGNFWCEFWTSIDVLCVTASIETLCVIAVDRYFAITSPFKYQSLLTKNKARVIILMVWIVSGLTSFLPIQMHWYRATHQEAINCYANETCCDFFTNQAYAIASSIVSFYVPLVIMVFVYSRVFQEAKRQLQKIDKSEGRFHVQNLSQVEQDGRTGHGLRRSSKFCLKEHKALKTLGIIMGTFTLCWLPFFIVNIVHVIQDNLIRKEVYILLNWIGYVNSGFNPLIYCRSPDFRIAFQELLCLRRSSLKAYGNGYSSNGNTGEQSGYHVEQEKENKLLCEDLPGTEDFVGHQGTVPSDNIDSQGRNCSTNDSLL
# Menin MLL FP TR: qHTS Assay for Inhibitors Targeting the Menin-MLL Interaction in MLL Related Leukemias: Competition With Texas Red Labeled MLL-derived Mutant Peptide; O00255; hit rate 0.23% among 270,000; Menin + Texas Red MLL mutant peptide, fluorescence polarization; Potency, µM (top dose mostly 61.6 µM), inactives show at the top dose FP activity change, negative = inhibition, hits mostly inhibitors; AID 1768, 2009; active means well fitted inhibition curve with a large enough effect in the polarisation, with a control signal flat, not every such curve was filed as active; inconclusive means small, poorly fitted or top-dose-only effect, or effect the other way, or a change in a side signal; inactive means no such curve, though single readings can be large or run the other way; the % refers to the polarisation; further: potency means the concentration at half of the fitted maximal effect; % of control where 0% means no effect; many of its hits are not listed in these tables
# KCNH2 3.1 inh: qHTS for Inhibitors of KCHN2 3.1: Mutant qHTS; activity change, % (tested at about 1.8 µM); hit rate 0.95% among 340,000; U2OS KCNH2 3.1, thallium flux FluxOr; stronger effect = lower value; AID 720553, 2013;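 active means maximum activity change below -70%; inconclusive means maximum activity change from -70% to -50%; inactive means maximum activity change above -50%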;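 further: thallium influx rate constant from kinetic fluorescence after stimulation buffer; on the % scale 0 is the no-effect control and ±100 the full control effect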
#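 Measured as rate of thallium-driven FluxOr signal in transduced U2OS cells carrying the 3.1 channel, read kinetically for 2 min upon stimulation; values are rate constants scaled to DMSO control wells.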
# USP2a inh: qHTS Assay for Inhibitors of Ubiquitin-specific Protease USP2a Using CHOP2 as the Reporter; Ubiquitin carboxyl-terminal hydrolase 2 (Homo sapiens), O75604; USP2 core, Ub-CHOP2 coupled fluorogenic reporter, 485/531; Potency, µM (titrated, usually from 38.3 µM), without a hit: at the top dose activity change, negative = inhibition, actives largely listed as inhibitors; hit rate 0.01% among 330,000;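 further: potency means the concentration at half of the fitted maximal effect; plate controls were DMSO wells for no effect and full inhibition by NEM control for full effect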
#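 USP2 core (10nM final) preincubated 30min RT with compound in 20mM Tris-HCl pH 8.0, 2mM CaCl2, 2mM beta-mercaptoethanol, 0.05% CHAPS; 25nM Ub-CHOP2 plus 25nM reporter substrate added, fluorescence (Ex485/Em531) read after 60min.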
# FBPA coupling cs: qHTS Assay for Inhibitors of Fructose-1,6-bisphosphate Aldolase from Giardia Lamblia: Coupling assay counterscreen | coupling enzyme system counterscreen, AmpLite Red fluorescence | activity change, negative = inhibition, % at 58.2 µM, hits read low | AID 2472, 2010 | hit rate 0.67% among 290,000; in the data active means activity change below about -30%; further: on the % scale 0 is the no-effect control and ±100 the full control effect
#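 Activity here indicates interference with the coupling reaction, not aldolase inhibition. Compounds at 57.5 uM final met coupling enzymes for 10 min at RT; substrate and AmpLite Red detection followed, with a 525/598 nm fluorescence read after 20 min.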
# GALK inhibitor: qHTS Assay for Inhibitors of Human Galactokinase (GALK) | P51570 | hit rate 0.007% among 270,000 | Purified GALK, Kinase-Glo residual ATP luminescence | AID 1868, 2009 | Potency, µM (doses to about 57.5 µM), without a hit: at the top dose activity change, negative = inhibition, hits mostly inhibitors; further: potency means the concentration at half of the fitted maximal effect; on the % scale 0 is the no-effect control and ±100 the full control effect
#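 Compounds were pin-transferred into ATP buffer (35 uM final), then GALK plus galactose (5 nM, 100 uM final) was added. After 1 h at room temperature, Kinase-Glo Plus was added and luminescence read after 10 min.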
# CXXC DNA block: qHTS Fluorescence Polarization Assay for Inhibitors of MLL CXXC domain - DNA interaction; AID 2662, 2010; Potency, µM (series often up to 115 µM), for the others: at the top dose activity change, negative = inhibition, usual class: inhibitors; hit rate 0.037% among 290,000; MLL-CXXC / FITC-HOXA9 DNA fluorescence polarization; active means well fitted inhibition curve with a large enough effect in the polarisation, with a control signal flat, not every such curve was filed as active; inconclusive means small, poorly fitted or top-dose-only effect, or effect the other way, or a change in a side signal; inactive means no such curve, though single readings can be large or run the other way; the % refers to the polarisation; further: potency means the concentration at half of the fitted maximal effect
#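 Fluorescence polarization: 7 uM MLL-CXXC (stock) preincubated 5 min with compounds, then 50 nM fluorescein-HOX-A9 DNA (stock) added; 30 min ambient. Buffer 50 mM Tris-HCl pH 7.5, 50 mM NaCl, 1 mM DTT, 0.05% BSA.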
# Giardia killer: Small Molecules that selectively kill Giardia lamblia: qHTS. Giardia lamblia trophozoite viability. activity change, % at 7.66 µM, hits read low. hit rate 0.15% among 340,000; in the data active means activity change below about -80%; inconclusive means between about -30% and that limit;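 further: parasites exposed to compound for two days anaerobically before the ATP read; on the % scale 0 is the no-effect control and ±100 the full control effect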
#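 Viability, read as ATP luminescence: trophozoites at 100 cells/well, compound added, 48 hrs anaerobic at 37 deg C, then 15-30 min room-temperature development before reading.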
# PKM2 activator: qHTS Assay for Activators of Human Muscle isoform 2 Pyruvate Kinase; Pyruvate kinase PKM (Homo sapiens), P14618; purified PKM2, Kinase-Glo ATP luminescence, activation; response scale: 0% is enzyme alone, no compound; Potency, µM (highest dose often 57.5 µM), for the others: at the highest dose activation, usual class: activators; hit rate 0.34% among 260,000; AID 1631, 2009; further: potency means the concentration at half of the fitted maximal effect; on the % scale 0 is the no-effect control and ±100 the full control effect; nearly all actives have a fitted effect of over 55% in size
# Target sequence (P14618 whole entry, looked up, canonical isoform): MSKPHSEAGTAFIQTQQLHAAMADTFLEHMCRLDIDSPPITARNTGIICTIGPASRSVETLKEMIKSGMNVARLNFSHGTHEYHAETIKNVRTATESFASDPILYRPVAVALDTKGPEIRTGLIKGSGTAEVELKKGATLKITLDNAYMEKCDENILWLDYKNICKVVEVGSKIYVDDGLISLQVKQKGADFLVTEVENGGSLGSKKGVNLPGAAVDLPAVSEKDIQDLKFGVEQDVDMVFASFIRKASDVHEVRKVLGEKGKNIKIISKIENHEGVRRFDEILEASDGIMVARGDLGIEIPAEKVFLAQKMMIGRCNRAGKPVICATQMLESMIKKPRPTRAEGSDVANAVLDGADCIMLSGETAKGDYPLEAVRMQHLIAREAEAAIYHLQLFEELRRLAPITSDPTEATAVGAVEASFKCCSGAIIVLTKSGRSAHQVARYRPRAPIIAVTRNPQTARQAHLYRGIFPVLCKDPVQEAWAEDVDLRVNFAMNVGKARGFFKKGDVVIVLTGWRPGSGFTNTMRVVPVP
#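 Kinase-Glo luminescence reports ATP generated from ADP (0.1 mM) and PEP (0.5 mM) by purified hPK-M2 after 1 h at room temperature, pH 7.2 imidazole buffer; intermediate enzyme activity allows detecting inhibitors and activators.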
# TRPV1 ag: HTS Assay for Compounds that Act as Agonists of the Vanilloid Receptor 1; Transient receptor potential cation channel subfamily V member 1 (Homo sapiens), Q8NER1; TRPV1-expressing cells, Fluo-8 calcium influx, agonist mode; activation, % at 8.33 µM; hit rate 0.19% among 320,000; in the data active means activation above about 80%; inconclusive means between about 30% and that limit; further: 0% is about no effect
#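 TRPV1-expressing cells were cultured overnight at 35.5C and loaded with Fluo-8 calcium dye for 40 to 90 min at room temperature. After a 10 s baseline, compound was added and calcium influx was read kinetically for 3 min (ex 480/em 520 nm).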
# Numbers without * were called inactive; ? = inconclusive; . = no result given; [ ] = dose if it differs, or a comment. Unless noted, the call rests on the fitted dose curve; in most records, active means well fitted curve in the direction sought with a large enough effect; inconclusive means small, poorly fitted or top-dose-only effect, or another doubt; inactive means no such curve, though single readings can be large; an effect the other way counts as inactive or inconclusive. A portion of the library; rates above refer to the full screens.
SMILES,hERG WT inh,B2AR arrestin,Menin MLL FP TR,KCNH2 3.1 inh,USP2a inh,FBPA coupling cs,GALK inhibitor,CXXC DNA block,Giardia killer,PKM2 activator,TRPV1 ag
CCCCNC1CCS(=O)(=O)C1 (stereo not given),0,-0.1%,5%,-7,0%,-1,1%,-7%,-13,-13%,-5
COc1cccc(-c2cc(C(=O)NCCc3ccccc3)no2)c1,0,0.2%,9%,-2,0%,2,2%,7%,-6,-8%,14
CCN(CC)S(=O)(=O)c1ccc(N2CCN(C)CC2)c(NC(=O)c2cc(=O)c3ccccc3o2)c1,2,-1.7%,?,6,2%,-1,-1%,18%,-15,.,-3
COc1cccc2sc(N3CCN(C(=O)c4cccs4)CC3)nc12,6,0.3%,.,5,0%,.,.,.,-14,.,14
O=C(Oc1ccc(-n2cnnn2)cc1)c1ccccc1,1,-0.3%,-1%,-16,1%,1,2%,179%[activator],-23,1%,12
O=C(NCc1ccco1)c1cc2ccccc2c(=O)o1,1,-0.1%,?,3,1%,-12,0%,0%,14,4%,-8
Cc1cccc(C(=O)NC2CC3CCC(C2)N3C)c1 (stereo not given),-4,0.5%,.,0,2%,.,.,.,3,.,3
COc1ccc(N2CCN(C(=O)c3ccc4c(=O)n5c(nc4c3)CCCCC5)CC2)cc1,-10,0.5%,-4%,9,1%,0,.,8%,13,0%,-2
CC(=O)c1ccccc1NC(=O)c1ccc(N2CCCC2=O)cc1,-6,-0.3%,.,6,-5%,.,.,.,-6,.,7
O=C(NCC1CCN(c2ccc(S(=O)(=O)N3CCOCC3)cc2)CC1)c1ccc(Cl)cc1,23,-0.6%,-2%,0,-6%,0,2%,-26%,-3,-3%,-2
O=C(NNC(=O)c1oc2ccccc2c1-n1cccc1)c1ccco1,-4,0.2%,?,-8,2%,0,2%,15%,18,2%,0
CCc1nnc(NC(=O)C2CSC3(C)CCC(=O)N23)s1 (stereo not given),5,0.4%,.,-26,1%,.,.,.,-5,.,-3
Cc1onc(-c2ccccc2Cl)c1C(=O)NC(=S)NCCc1ccccc1,-30,0.0%,0%,4,-2%,0,3%,-7%,-14,-2%,12
Cn1nnc2cc(C(=O)N3CCCCCC3)ccc21,-18,-0.3%,1%,-5,0%,1,3%,7%,15,1%,0
CC(=O)Nc1ccc(OCc2nnc(-c3ccc(Cl)cc3)o2)cc1,-2,-0.1%,-2%,-4,0%,1,12%,9%,19,5%,6
CCC(C)NC(=O)c1ccccc1NC(=O)C1COc2ccccc2O1 (stereo not given),.,-0.2%,35%[activator],-10,2%,5,-2%,3%,-3,0%,0
COc1cc(OC)cc(C(=O)NNC(=O)NC2CCCCC2)c1,-8,3.8%,-3%,1,1%,-4,-1%,-2%,-20,-3%,3
CN1CCN(c2ccc(S(=O)(=O)N3CCOCC3)cc2NC(=O)CCc2ccccc2)CC1,5,2.7%,.,-1,0%,3,0%,0%,16,-1%,-2
COc1cccc(CNC(=O)C2(C)Oc3ccccc3NC2=O)c1 (stereo not given),-5,-0.2%,-2%,-17,2%,-4,-4%,-12%,-6,0%,-1
Cc1ccc2nc(C)cc(C(=O)N3CCCC(N4CCN(c5ccccc5C)CC4)C3)c2c1 (stereo not given),-25,-0.1%,-9%,0,2%,-1,5%,?,9,2%,15
O=C(c1ccccc1)N1CCC(c2nc(-c3ccc(S(=O)(=O)N4CCOCC4)cc3)no2)CC1,-13,-0.3%,-17%,4,-2%,2,-2%,-3%,12,2%,-3
O=C(c1cc2nc(-c3cccs3)cc(C(F)(F)F)n2n1)N1CCCc2ccccc21,10,0.0%,11%,-22,-1%,0,-1%,19%,4,0%,0
Cc1ccc(S(=O)(=O)C2CCCCC2=O)cc1 (stereo not given),13,-0.5%,-20%,15,6%,1,2%,22%,1,-19%,4
O=C(c1ccccc1Br)N1CCC(c2nc3ccccc3s2)CC1,-1,0.2%,-9%,-2,1%,3,1%,-6%,6,2%,10
CC(C)(CNC(=O)CCC1CCCC1)CNC(=O)CCC1CCCC1,17,-0.1%,.,-14,2%,.,8%,3%,3,0%,?
O=C(N/N=C/c1cccnc1)c1ccccc1Cl,-1,-0.4%,5%,-10,1%,0,.,17%,-8,.,?
O=C(O)c1cccc(-n2nc(-c3ccc(Cl)c([N+](=O)[O-])c3)c3ccccc3c2=O)c1,-9,-0.2%,37%[activator],-6,4%,10,-2%,-7%,0,3%,3
CSc1nc2ccc(S(=O)(=O)N3CCc4ccccc43)cc2s1,16,-0.2%,-16%,-15,2%,-1,1%,4%,0,2.2µM*,2
O=C(Cc1ccccc1[N+](=O)[O-])N1CCN(S(=O)(=O)c2ccccc2)CC1,-6,-0.1%,.,11,2%,.,3%,10%,-25,1%,6
O=C(O)c1ccc(CNC(=O)C2CCCN2C(=O)OCc2ccccc2)cc1 (stereo not given),-1,-0.5%,5%,15,0%,7,11%,0%,-19,.,2
COc1ccc(NC(=O)c2cccc(S(=O)(=O)N(C)c3ccccc3)c2)cn1,3,0.1%,10%,-17,1%,0,-2%,-2%,-19,0%,?
CN(CC(=O)Nc1ccc(F)c(F)c1F)C(=O)C1CCN(C(=O)Nc2ccccc2)CC1,3,-0.3%,.,15,-6%,.,.,.,-1,.,-1
COc1ccc(C2C(C(C)=O)=C(O)C(=O)N2c2cccnc2)c(OC)c1 (stereo not given),3,-0.7%,-17%,12,5%,0,-1%,1%,14,0%,-4
COc1cccc(COC(=O)CSCC(=O)Nc2cccc(C)c2)c1OC,-4,0.3%,.,5,0%,.,.,.,-2,.,30
O=C(Nc1ccncc1)c1cc2ccccc2o1,13,-0.9%,-2%,13,-1%,-3,-4%,2%,-3,-13%,?
CNC(=O)C1CCC(=O)N1Cc1ccc(C)cc1 (stereo not given),4,0.0%,-13%,-23,0%,1,-6%,4%,5,4%,0
COC(C(=O)Nc1ccc(C(C)=O)cc1)c1ccccc1 (stereo not given),6,0.3%,0%,-22,2%,0,0%,4%,3,2%,2
CCOc1ccccc1NC(=O)N1C2CCCC1CC(NC(=O)C1CC1)C2 (stereo not given),2,-1.1%,0%,2,4%,2,-3%,-3%,21,0%,-1
COC(=O)CSc1nc2c(c(-c3ccc(O)cc3)c1C#N)CCCC2,-11,-0.1%,21%,-6,-18%,3,3%,-26%,-14,2%,2
COc1ccc(NC(=O)c2cc3c(Cl)nc4ccccc4c3s2)c(OC)c1,5,-0.9%,0%,1,-1%,0,1%,1%,0,1%,-8
O=C(CCNS(=O)(=O)c1ccc2[nH]c(=O)oc2c1)NCc1ccccc1,-5,0.2%,.,-1,2%,.,-5%,39%[activator],7,.,8
CCCOC(=O)c1ccc(N2C(=O)c3ccccc3C2=O)cc1,5,-0.2%,-5%,7,3%,-3,-2%,4%,5,1%,19
CSc1ccc(/C=C(\NC(=O)c2ccco2)C(=O)N2CCCCC2)cc1,11,0.4%,.,2,-1%,.,-1%,-1%,13,3%,1
Cc1ccc2nc(-c3ccc(N4C(=N)SC5CS(=O)(=O)CC54)cc3)sc2c1 (stereo not given),1,-0.4%,27%,18,0%,-1,0%,1%,-25,-6%,-3
COc1cccc(N(CC(=O)NCCSCc2ccco2)S(=O)(=O)c2ccccc2)c1,8,0.3%,.,6,-5%,1,4%,2%,-6,.,12
O=C(NCc1cccnc1)c1ccccc1-c1nc(-c2ccccc2)no1,2,0.2%,1%,-7,0%,0,-1%,4%,-11,-2%,-1
COC(=O)CN1C(=O)[C@H]2[C@@H](c3ccc(C)o3)N3C(=O)CN(CC4CC4)C(=O)[C@@]3(Cc3ccccc3)[C@H]2C1=O,-1,-0.3%,11%,-1,1%,2,.,1%,-6,-4%,-3
O=C(c1ccc(N2C(=O)c3ccccc3C2=O)cc1)N1CCCCC1,-14,-0.9%,12%,6,1%,6,8%,8%,8,.,2

# Assay outcomes (PubChem)
